# Growth percent in the NCI-60 one-dose screen (48 h, 10 µM unless noted): 100 = growth as untreated, 0 = no growth, -100 = all killed.
# SK-MEL-5 = SK-MEL-5 melanoma | AID 1794755 | actives 6.4% (n = 80,000)
# SK-MEL-28 = SK-MEL-28 melanoma; actives 4.1% (n = 81,000)
# SK-MEL-2 = SK-MEL-2 melanoma. actives 4.7% (n = 77,000). AID 1794763
# MALME-3M = MALME-3M melanoma; AID 1794766; actives 5.8% (n = 78,000)
# UACC-257 = UACC-257 melanoma | actives 4.4% (n = 78,000) | AID 1794764
# MDA-MB-435 = MDA-MB-435 melanoma; AID 1794794; actives 7.8% (n = 82,000)
# M14 = M14 melanoma; actives 6.2% (n = 80,000); AID 1794745
# UACC-62 = UACC-62 melanoma. actives 5.4% (n = 81,000)
# Starred values were filed as active, the others as inactive; . = not tested or not shown; & = joins results of further samples; [ ] = remark or other dose. Rule for the calls: active = growth percent below 10; inactive = the rest. The list is partial; rates above refer to the full screens.
Structure	SK-MEL-5	SK-MEL-28	SK-MEL-2	MALME-3M	UACC-257	MDA-MB-435	M14	UACC-62
COc1cc(C=C(Br)Br)cc2c1OCO2	96	98	112	97	105	101	97	91
COc1cc2nc(Sc3cnc(N)s3)n(-c3ccccc3)c(=O)c2cc1OC	93	113	109	106	103	108	100	98
COc1ccc(N(CC(=O)NCCC[Te]c2ccccc2)C(=O)CNC(=O)OC(C)(C)C)cc1	41	105	80	137	109	59	9.1*	89
CSc1cccc(NP2(=O)OCC(C)([N+](=O)[O-])CO2)c1 (stereo not drawn)	103	104	122	103	113	101	106	104
CS(=O)(=O)Oc1ccc([N+](=O)[O-])cc1[N+](=O)[O-]	99	112	106	95	70	104	90	91
COc1ccccc1N1COOC2(OOC1)C1CC3CC(C1)CC2C3	114	105	106	104	100	103	100	105
CC1(C)N=C(N)N=C(N)N1c1ccc(OCCCCNC(=O)c2ccc(S(=O)(=O)F)cc2)c(Cl)c1	51	96	82	71	55	31	70	44
CC1OC(=O)C(C(C)C)NC(=O)C(C(C)C)OC(=O)C(C(C)C)NC(=O)C(C)OC(=O)C(C(C)C)NC(=O)C(C(C)C)OC(=O)C(C(C)C)NC(=O)C(C)OC(=O)C(C(C)C)NC(=O)C(C(C)C)OC(=O)C(C(C)C)NC1=O (stereo not drawn)	-74*	-29*	-22*	9.4*	-54*	3.9*	.	5.0*
O=C(NC(=O)c1c(F)cccc1F)Nc1cc(Cl)c(F)c(Cl)c1F	100	105	99	121	109	102	98	91
Nc1ncnc2c1ncn2C1OC(COP(=O)(O)CP(=O)(O)O)C(O)C1O (stereo not drawn)	102	110	98	.	100	106	108	94
CCCCCNC(Cc1ccccc1)c1ccc(O)cc1 (stereo not drawn)	98	98	92	98	101	91	78	85
C[C@]12CC[C@H]3[C@@H](C=CC4=CC(=O)CC[C@@]43C)[C@@H]1CC[C@@H]2O	99	105	98	.	99	103	103	69
COc1cc2nc(Sc3sc(N)nc3C)n(-c3ccccc3)c(=O)c2cc1OC	95	105	91	100	121	101	111	94
ClC1=C(Cl)C2(Cl)C3C(Cl)C=CC3C1(Cl)C2(Cl)Cl (stereo not drawn)	106	109	.	91	97	114	99	101
COc1cc2c(c(OC)c1OC)-c1ccc([O-])c(=O)cc1[C@@H](NC(C)=O)CC2.COc1cc2c(c(OC)c1OC)-c1ccc([O-])c(=O)cc1[C@@H](NC(C)=O)CC2.[Cu+2]	19	49	-4.6*	53	45	-19*	7.8*	23
CCC[C@H]1CCCCN1	101	100	101	113	100	106	106	96
NNC(=O)c1ccc(Cl)cc1	107	108	108	114	103	109	110	89
CC(Cl)CNCc1ccccc1 (stereo not drawn)	99	106	86	94	96	109	95	93
CCCCCCCCNC(c1ccc(Cl)cc1)C(O)c1ccc(Cl)cc1 (stereo not drawn)	105	104	103	97	99	97	88	103
NC(CCSCc1ccc(N(CCCl)CCCl)cc1)C(=O)O (stereo not drawn)	110	116	105	108	102	107	116	98
CC(C)C[C@H](N)C(=O)O	104	118	118	113	104	96	120	106
CC(=O)c1ccc2c(c1)OCO2	115	110	89	114	95	109	98	91
O=C1c2ccccc2C(=O)c2c1ccc1ccccc21	94	.	97	97	103	111	116	83
C[C@H]1[C@@H](Oc2ccc(-c3cn(-c4ccnc5cc(Cl)ccc45)nn3)cc2)O[C@@H]2OC3(C)CC[C@H]4[C@H](C)CC[C@@H]1[C@@]24OO3	20	33	7.2*	14	41	36	32	21
CCCCC(=O)c1cc(OC)cc(OC)c1	103	99	117	76	.	101	108	91
COC(=O)[C@]12CCC(C)(C)C[C@H]1[C@H]1C(=O)C[C@@H]3[C@@]4(C)C[C@@]5(CC(C)(C)[C@@H]4CC[C@@]3(C)[C@]1(C)CC2)OO[C@@](C)(C(F)(F)F)O5	100	107	92	108	102	99	99	84
NS(=O)(=O)c1nc[nH]c1[N+](=O)[O-]	101	105	111	102	119	115	102	102
NC(N)=N/N=C/C(O)C(O)C(O)C(O)CO (stereo not drawn)	105	107	94	97	113	105	100	106
Cc1cc2c(cc1-c1cccc(/C=C/C(=O)O)c1)C(C)(C)CCC2(C)C	70	92	90	74	81	85	84	90
CCOc1cc(/C=N\Nc2nnc(C)n2N)c(C)cc1N(CCCl)CCCl	-47*	37	17	.	-6.0*	7.7*	14	-1.6*
O=S1(=O)OCCO1	101	100	113	89	97	98	103	87
COC(=O)[C@H](Cc1ccccc1)NC(=O)c1csc([C@@H](C[C@H](C(C)C)N(C)C(=O)[C@@H](NC(=O)[C@H]2CCCN2C)C2CC2)OC(C)=O)n1	29	51	31	63	62	-31*	1.2*	38
CC(C)(C)N(Cc1ccccc1)N=O	99	106	95	107	92	102	103	103
O=C1NC(=S)NC(=O)C1=Cc1ccc(OCC(=O)N2CCCC2)cc1	100	107	101	99	96	104	107	107
CCCCC1C(=O)NC(=S)N(C)C1=O (stereo not drawn)	105	101	95	103	102	107	115	102
N#C[Se]CCN1C(=O)C2C(C1=O)[C@H]1C=C[C@@H]2S1 (stereo partly drawn)	-53*	-19*	23	-41*	11	-39*	-14*	19
CN[C@]1(c2ccccc2Cl)CCCC[C@@H]1NCCCN1CCN(C)CC1	97	106	106	98	104	97	101	105
CCC/C(=N/OC(=O)N(C)C)c1ccccc1	103	106	114	118	107	114	115	92
CCCCOP(=O)(N1CCCC1)N1CCCC1	99	101	111	100	96	111	103	100
CC[C@H](C)[C@H](NC(=O)[C@H]1CCCCN1C)C(=O)N(C)[C@H](CC(=O)c1nc(C(=O)N[C@@H](Cc2ccccc2)C[C@H](C)C(=O)O)cs1)C(C)C	56	81	38	67	74	16	58	32
c1cc(CCN2CCCC2)ccn1	106	121	113	126	109	101	103	113
O=C1C=CC(=Nc2cc(Cl)c(O)c(Cl)c2)C=C1	98&94	105&109	124&102	93	104&86	109&93	97&89	92
C1CCC2CN(CCN3CCOCC3)CC2C1 (stereo not drawn)	103	110	88	103	99	107	101	103
O=C(c1cccc(C(=O)N2CC2)c1)N1CC1	101	101	96	105	108	107	109	104
OCCN=Cc1c[nH]c2ccccc12	103	111	109	104	110	103	97	91

# Molecules above with a tert-butyl group, in the order listed:
Structure	SK-MEL-5	SK-MEL-28	SK-MEL-2	MALME-3M	UACC-257	MDA-MB-435	M14	UACC-62
COc1ccc(N(CC(=O)NCCC[Te]c2ccccc2)C(=O)CNC(=O)OC(C)(C)C)cc1	41	105	80	137	109	59	9.1*	89
CC(C)(C)N(Cc1ccccc1)N=O	99	106	95	107	92	102	103	103

# Going on with the list:
Structure	SK-MEL-5	SK-MEL-28	SK-MEL-2	MALME-3M	UACC-257	MDA-MB-435	M14	UACC-62
C#Cc1cccc(NC(=O)Nc2cccc(NS(=O)(=O)F)c2)c1	102[8.25 µM]	107[8.25 µM]	109[8.25 µM]	101[8.25 µM]	111[8.25 µM]	102[8.25 µM]	98[8.25 µM]	100[8.25 µM]
COc1ccc2cc([C@H](C)C(=O)[Se]CCC#N)ccc2c1	-70*	-38*	-42*	-45*	-77*	-70*	-64*	-68*
C[C@]12CC[C@@H]3c4ccc(OC(=O)Cc5ccc(N(CCCl)CCCl)cc5)cc4CC[C@H]3[C@@H]1CC[C@@H]2OC(=O)Cc1ccc(N(CCCl)CCCl)cc1	87	117	-3.9*	113	.	112	107	88
O=C(CN1CCCCC1)c1ccc(Cl)c(Cl)c1	102	105	98	82	110	102	100	84
C/C(=C\c1ccn(-c2ccc(N)cc2C(F)(F)F)n1)[C@@H]1C[C@@H]2O[C@]2(C)CCC[C@H](C)[C@H](O)[C@@H](C)C(=O)C(C)(C)[C@@H](O)CC(=O)O1	.	63	18	40	38	-62*	-13*	28
CCNC(Cc1ccccc1)c1ccccc1 (stereo not drawn)	110	111	106	93	95	97	105	101
CC[C@H](C)[C@H](NC(=O)C12CC(NC(C)=O)(C1)C2)C(=O)N(C)[C@H](C[C@@H](OC(C)=O)c1nc(C(=O)N[C@@H](Cc2ccccc2)C[C@H](C)C(=O)OC)cs1)C(C)C	-6.6*	61	49	52	50	-59*	2.5*	.
O=C(O)Cc1ccc2c(c1)OCO2	91	98	108	104	101	98	93	107
O=C(NCCOc1ccc([N+](=O)[O-])cc1Cl)Nc1ccc(S(=O)(=O)F)cc1	86	105	81	82	61	84	100	68
CN1CC(=O)[C@H]2C[C@]23c2cccc4[nH]cc(c24)C[C@@H]13	99	113	105	118	96	104	98	85
CNC(=O)Oc1cc(C)c(OC(=O)NC)cc1C	106	106	39	.	.	112	91	102
COC1=CC(=O)O[C@@H](/C=C/c2ccc3c(c2)OCO3)C1	116	120	-20*	119	120	100	109	94
COP(=O)(OC)/C(=C/c1c[nH]c2ccccc12)C(=O)O	93	107	114	89	102	100	95	89
CCCC1C(=O)NC(=O)NC1=O	103	106	110	102	104	103	108	96
Cn1cc(-c2csc(-c3cn(CCCCN4CCCCC4)c4ccc(F)cc34)n2)c2cccnc21	-100*	-78*	97	-68*	-43*	-91*	-79*	.
ClCc1cc(Cl)c(Cl)cc1Cl	105	116	95	95	100	100	106	112
CC[C@@]12CC(C(=O)OC)=C3Nc4cc5c(cc4[C@@]34CCN(C[C@H]3O[C@H]31)[C@@H]24)[C@@H]1[C@H](O5)[C@@H](O)[C@@]2(CC)CC(C(=O)OC)=C3Nc4cc(OC)ccc4[C@@]34CCN1[C@@H]24	-85*	27	-12*	21	54	9.5*	29	3.0*
O=[N+]([O-])c1ccc(CI)cc1	.	104	.	86	81	90	72	80
O=C(NC(=O)c1c(F)cccc1F)Nc1cc(Cl)c(OC(F)(F)C(F)C(F)(F)F)cc1Cl (stereo not drawn)	90	92	97	86	87	82	86	94
CCC(=O)c1ccc(Cl)cc1	121	105	.	115	106	110	105	107
CC(C)OC(=S)S	107&109	106	110&129	106&97	96&101	104&103	113&96	98&97
CCCCC(C)N=C=S (stereo not drawn)	102	107	104	101	99	103	100	100
NC(=O)Cc1ccccc1	91	117	110	91	90	113	106	104
C1CN1c1nc(N2CC2)nc(N2CC2)n1	20	.	77	50	44	64	25	41
NCCc1ccc2c(c1)OCO2	101	96	104	108	105	108	97	103
CCC1(C2=NCCN2)Cc2ccccc2O1 (stereo not drawn)	101	116	.	100	105	98	106	89
C[C@H]1[C@H]2CO[C@@H](O)C3C4Cc5c([nH]c6ccccc56)[C@H](C[C@H]32)N41	95	112	103	85	104	102	102	111
CC1(C)CN1P(=O)(N1CC1(C)C)N1CC1(C)C (stereo not drawn)	117	99	115	110	89	124	99	98
C[C@]12CC[C@H]3[C@@H](C[C@@H]4SC(Nc5ccccc5[N+](=O)[O-])=N[C@@]45CC(=O)CC[C@]35C)[C@@H]1CCC2=O	97	99	99	74	91	94	89	95
CCCCCCCCCCOc1ccc(C(=O)Oc2ccc(CSP3(=O)OCC4OC(n5cnc6c(N)ncnc65)C(F)C4OP(=O)(SCc4ccc(OC(=O)c5ccc(OCCCCCCCCCC)cc5)cc4)OCC4OC(n5ccc(=O)[nH]c5=O)C(F)C4O3)cc2)cc1 (stereo not drawn)	108	118	86	119	98	106	89	108
CC1[C@H](C)OC(=O)CC(O)CC(O)CC(O)CCC(O)C(O)C[C@]2(O)CC(O)C(C(=O)O)C(CC(OC3O[C@H](C)[C@@H](O)[C@H](N)[C@@H]3O)/C=C/C=C/C=C/C=C/CC/C=C/C=C/[C@H](C)[C@H]1O)O2 (stereo partly drawn)	97	110	134	99	101	102	99	109
NC(=O)c1cc([N+](=O)[O-])c(Cl)c([N+](=O)[O-])c1Cl	.	40	-15*	-52*	-29*	11	-22*	5.6*
Nc1ccc([As](=O)(O)O)cc1	112	110	130	101	102	100	103	105
O[C@H](CN1CC1)[C@@H](O)CN1CC1	75	106	87	.	86	78	49	72
COc1cc(NCCCCCN=C(N)N)c2ncccc2c1	.	90	43	20	80	104	99	89
CCCCN(CCCC)CC(O)c1ccc(Cl)c(Cl)c1 (stereo not drawn)	.	114	114	108	100	105	113	103
O=C(OC(C[N+](=O)[O-])C(Cl)(Cl)Cl)c1ccc(Cl)c(Cl)c1 (stereo not drawn)	97	101	106	103	68	113	95	93
CCCCCN1CCN(Cc2ccc(Br)cc2)CC1	96	104	73	106	86	101	85	79
CC(C)NC(Cc1ccccc1)c1ccccc1 (stereo not drawn)	102	112	105	109	106	104	94	97
CC[C@H](C)[C@H](NC(=O)c1ccccn1)C(=O)N(C)[C@H](C[C@@H](OC(C)=O)c1nc(C(=O)N[C@@H](Cc2ccccc2)C[C@H](C)C(=O)OC)cs1)C(C)C	-23*	53	-8.8*	54	70	-25*	5.0*	13

# Compound profiles (already shown). Order of screens: SK-MEL-5	SK-MEL-28	SK-MEL-2	MALME-3M	UACC-257	MDA-MB-435	M14	UACC-62
# CCCCCN1CCN(Cc2ccc(Br)cc2)CC1 reads 96	104	73	106	86	101	85	79
# CC(C)NC(Cc1ccccc1)c1ccccc1 (stereo not drawn) reads 102	112	105	109	106	104	94	97
# CC[C@H](C)[C@H](NC(=O)c1ccccn1)C(=O)N(C)[C@H](C[C@@H](OC(C)=O)c1nc(C(=O)N[C@@H](Cc2ccccc2)C[C@H](C)C(=O)OC)cs1)C(C)C reads -23*	53	-8.8*	54	70	-25*	5.0*	13
# Nc1ccc([As](=O)(O)O)cc1 reads 112	110	130	101	102	100	103	105
# CC1[C@H](C)OC(=O)CC(O)CC(O)CC(O)CCC(O)C(O)C[C@]2(O)CC(O)C(C(=O)O)C(CC(OC3O[C@H](C)[C@@H](O)[C@H](N)[C@@H]3O)/C=C/C=C/C=C/C=C/CC/C=C/C=C/[C@H](C)[C@H]1O)O2 (stereo partly drawn) reads 97	110	134	99	101	102	99	109

# From PubChem
